Screening data (PubChem)
Exocytosis inh: lytic granule exocytosis inhibition; TALL-104 LAMP-1 surface exposure, flow cytometry; cells stimulated with thapsigargin and PMA; inhibition, % at 10 µM; 360,000 compounds, 0.66% hits; AID 651702;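 active = inhibition above about 55%, limit read from the data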
m5-HT2A agonist: activates the mouse 5-HT2A serotonin receptor. AID 624169. CHO-K1 mHTR2A beta-arrestin complementation, luminescence; percent of 30 µM serotonin response. 360,000 compounds, 0.66% hits. activation, % at 7.6 µM. P35363;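 active = activation above a run cutoff, the mean activation of all tested compounds plus 3 SD, cut at about 14% in these data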;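 also: 0% = plate median of compound wells and 100% = 30 µM serotonin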
ABCB6 inh 2: inhibitors of human ABC transporter ABCB6; Q9NP58; K562-ABCB6 porphyrin accumulation, flow cytometry, 1 h; hits give low values; fluorescence ratio to DMSO, % at 10 µM; 360,000 compounds, 0.19% hits; AID 602162;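 active = fluorescence ratio to DMSO below 75%, the collection mean minus 3 SD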;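 also: signal is porphyrin accumulated inside mitochondria; 100% equals median channel fluorescence of DMSO control wells; lower ratio means ABCB6 inhibition with less porphyrin fluorescence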
ABHD5-PLIN5 inh: ABHD5-PLIN5 protein interaction inhibition; Split G. princeps luciferase complementation, luminescence, 4 h; inhibition, % at 4 µM; 360,000 compounds, 0.78% hits; AID 602281;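 active = inhibition above the mean inhibition across every tested compound plus 3 SD, cut at about 22% in these data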;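 also: 0% = DMSO only wells and the 100% control is not disclosed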
Target sequence (Q00G26 whole entry, looked up): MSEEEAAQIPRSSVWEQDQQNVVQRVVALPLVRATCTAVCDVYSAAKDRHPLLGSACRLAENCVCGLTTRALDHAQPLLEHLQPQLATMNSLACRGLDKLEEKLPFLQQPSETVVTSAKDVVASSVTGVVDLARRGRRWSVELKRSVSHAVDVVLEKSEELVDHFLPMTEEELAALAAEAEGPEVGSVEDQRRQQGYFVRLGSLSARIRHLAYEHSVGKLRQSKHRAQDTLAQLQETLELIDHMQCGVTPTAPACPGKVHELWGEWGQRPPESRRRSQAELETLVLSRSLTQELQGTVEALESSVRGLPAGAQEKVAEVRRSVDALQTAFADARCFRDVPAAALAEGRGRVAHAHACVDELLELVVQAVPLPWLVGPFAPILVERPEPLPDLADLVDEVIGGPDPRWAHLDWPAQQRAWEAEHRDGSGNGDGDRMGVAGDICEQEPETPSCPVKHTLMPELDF
Target sequence (Q8WTS1 whole entry, looked up): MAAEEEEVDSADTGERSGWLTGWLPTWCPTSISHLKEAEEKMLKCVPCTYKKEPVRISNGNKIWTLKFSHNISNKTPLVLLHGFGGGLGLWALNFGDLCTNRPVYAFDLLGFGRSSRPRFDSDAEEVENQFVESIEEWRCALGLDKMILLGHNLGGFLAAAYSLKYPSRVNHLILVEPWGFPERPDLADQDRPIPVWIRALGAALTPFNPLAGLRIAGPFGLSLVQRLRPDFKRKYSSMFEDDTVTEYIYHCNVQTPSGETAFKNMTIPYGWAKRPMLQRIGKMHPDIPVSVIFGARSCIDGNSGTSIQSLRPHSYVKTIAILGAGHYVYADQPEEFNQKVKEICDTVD
MC4R antagonist: antagonists of human melanocortin 4 receptor (MC4R). P32245. MC4R-expressing cells, MTII-stimulated cAMP, LANCE TR-FRET. inhibition, % at 6.5 µM. 360,000 compounds, 0.48% hits. AID 540295;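 active = inhibition above its plate's cutoff, the mean of tested wells on that plate plus 3 SD, cut at about 29% in these data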;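 also: 0% = Melanotan II alone and 100% = Melanotan II plus saturating MCL0020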
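System: U2OS-MC4R stable cell line; Technique: Eu-cAMP/anti-cAMP TR-FRET, emission 671 nm; Repeats: single well per compound; Also added: Melanotan II; Dosing: one concentration, 6.5 µM nominal; Schedule: 30-min compound, 1-h challenge, 1-h detection, room temperature.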
iPSC survival up: hiPSC single-cell survival enhancement. ATPlite luminescence; 100% = ROCK inhibitor wells, 0% = DMSO. survival enhancement, % at 20 µM. 360,000 compounds, 0.044% hits; in the data active = survival enhancement above about 18%;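 also: cells exposed to compounds for 16 hours before the ATP read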
MC4R ag barr: human MC4R agonism via beta-arrestin; U2OS MC4R beta-arrestin complementation, luminescence; percent of melanotan II response, DMSO zero; P32245; activation, % at 8.9 µM; AID 540308; 360,000 compounds, 0.98% hits;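 active = activation above a per-plate cutoff, the mean activation of sample wells on that plate plus 3 SD, cut at about 8% in these data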
aDG glyco up: alpha-DG glycosylation activation; 360,000 compounds, 0.22% hits; activation, % at 10 µM; AID 624168; Pro5-aDG cells, alpha-DG glycosylation AlphaScreen (IIH6); 0% Pro5, 100% B10-LARGE cell signal;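 active = activation of at least 8% versus controls, or a plate z-score of at least 8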;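 also: Pro5 are CHO cells carrying HIG-tagged alpha-DG that lacks glycosylation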
Cardio protect: modulators protecting cardiomyocytes from myocardial damage; H9c2 cardiomyocytes, H2O2 injury protection, ATPLite, 2 h; protection from H2O2 cell death, % at 20 µM; 360,000 compounds, 0.63% hits;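 active = compounds giving at least 50% protection of heart cells from peroxide-induced death in the single-dose screen, raw or plate-pattern-corrected value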;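 also: 0% = DMSO wells with peroxide and 100% = DMSO wells without peroxide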
N-glyco inh: N-linked glycosylation inhibition | AID 588692 | D54 ERlucT glycosylation luciferase reporter, 24 h; percent of 100 nM tunicamycin response | 360,000 compounds, 0.23% hits | reporter increase, % at 12.5 µM;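 active = mean luciferase reporter signal, scaled so untreated is 0 and the glycosylation-blocking control 100, at or above a set limit in every replicate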;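 also: luciferase carries N-glycosylation sites so blocking glycosylation raises the light; 0% = median of neutral control wells and 100% = median of 100 nM tunicamycin wells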
The depositor's hits bear a star.

Every second line gives: Exocytosis inh	m5-HT2A agonist	ABCB6 inh 2	ABHD5-PLIN5 inh	MC4R antagonist	iPSC survival up	MC4R ag barr	aDG glyco up	Cardio protect	N-glyco inh
O=C(O)C1C(c2ccccc2)C(C(=O)Oc2ccc(O)cc2)C1c1ccccc1 (stereo unspecified)
  2	1	94	6	-1	6.6	0.1	0.6	0	-1
CC(=O)Nc1ccc(NC(=O)C2CCN(C(=O)NC3CCCCC3)CC2)cc1
  -1	1	99	-4	1	-0.4	0.3	-0.1	2	1
C[C@@H]1CN([C@H](C)CO)C(=O)CCCn2nncc2CO[C@H]1CN(C)C(=O)c1ccc2ccn(C)c2c1
  1	-1	98	3	7	-0.6	-2.7	-0.1	0	3
CCOC(=O)c1c(C)n(-c2ccc(F)cc2)c2ccc(O)cc12
  -8	0	93	-6	5	0.4	3.7	0.1	-9	-2
O=C(CN1CCN(CC(=O)Nc2ccc3c(c2)OC2(CCCCC2)O3)CC1)Nc1cccc(F)c1
  4	3	94	1	-2	-0.6	0.6	0.9	2	-6
Cc1cc(SCC(=O)Nc2ccccc2C)nc(C)n1
  -4	6	97	5	1	-1.9	4.3	1.8	-2	1
Cc1ccn2c(=O)nc(SCC(=O)N3CCC(Cc4ccccc4)CC3)nc2c1
  3	-16	101	-19	2	0.7	-1.6	-0.1	-2	-3
Cc1cccnc1NC(=O)CCc1nnc2ccc(NCc3ccco3)nn12
  0	2	102	32*	12	0.8	0.9	0.0	-4	-2
COc1ccc(N2Cc3cccc(C(=O)NC(C)CCc4ccco4)c3C2=O)cc1 (stereo unspecified)
  2	-3	89	15	-1	0.3	0.5	-0.2	15	-5
O=C(NCC1(c2ccccc2)CCCC1)c1cccc(Br)c1
  2	1	100	1	5	-1.6	2.5	0.6	-15	-5
CCc1ccc2c(c1)cc(CN(C(=S)Nc1cccc(C)c1)C1CC1)c1nnnn12
  0	11	97	2	-10	-1.4	13*	0.7	-5	-2
O=C(CSc1nnnn1-c1ccc(Cl)cc1)N1CCNC1=O
  -6	3	96	-1	9	4.8	-0.7	-0.2	-7	0
COc1ccc(NC2CCCN(C(=O)c3cccs3)C2)cc1 (stereo unspecified)
  -1	-3	93	-1	-4	-0.6	-1.9	0.1	-6	1
CC(C(=O)Nc1ccccc1Oc1ccccc1)c1ccccc1 (stereo unspecified)
  -4	-1	100	-7	18	2.9	1.6	0.0	-1	-6
CCN(CC1CCCN(CCc2cccc(OC)c2)C1)C(=O)C=C(C)C (stereo unspecified)
  22	2	96	-2	24	0.4	1.5	0.1	4	0
CNC(=O)N(O)C1N(NC(=O)Nc2ccccc2)C(=S)SC1(C)C (stereo unspecified)
  -14	-2	99	-6	-2	0.2	-0.5	0.0	4	1
Cc1ccccc1Cn1cnc2c(oc3ccccc32)c1=O
  -12	5	111	0	19	0.2	1.2	0.4	3	1
Cc1nnc(SCc2nnc(-c3ccccc3Br)o2)n1-c1ccccc1
  -2	1	95	2	9	-1.6	-0.6	0.3	2	-3
Cc1nn(-c2ccc(F)cc2)c(C)c1NS(=O)(=O)c1ccc2ccccc2c1
  1	-2	100	-5	-1	3.2	1.0	0.2	-14	3
N#Cc1cc2c(nc1Cl)CCCC2
  2	2	97	-1	20	-0.2	2.4	-0.1	-1	0
CN(C)S(=O)(=O)Nc1cccc(-c2cn3c(n2)SCC3)c1
  0	-1	94	-7	1	-0.6	-0.9	0.1	3	1
CCCN(CCC)C1=CC(=[N+]2CCCC2)CC(C)(C)C1
  1	4	99	-1	3	-1.7	-1.4	0.2	-24	5
CCC(CC)C(=O)N1N=C(c2ccc(NS(C)(=O)=O)cc2)CC1c1ccccc1 (stereo unspecified)
  2	-4	96	-3	19	-0.3	1.1	-0.2	6	-5
Cc1c(O)ccc2c(CN3CCN(Cc4ccccc4)CC3)cc(=O)oc12
  -11	-10	100	-6	13	0.0	-0.8	0.4	13	-3
Cc1cc(C)n2cc(CSc3nnc(-c4ccccc4)o3)nc2n1
  5	4	99	12	-3	-0.7	1.6	-0.2	-8	-1
O=C(COC(=O)Cc1ccccc1[N+](=O)[O-])NC1CCCC1
  -1	4	102	11	10	-2.3	-1.3	0.0	9	1
CCOC(=O)/C=C/C(=O)Nc1ccc(S(=O)(=O)Nc2cc(OC)nc(OC)n2)cc1
  -5	1	124	-6	6	-3.0	0.3	0.2	1	1
Cc1sc(NC(=O)CSc2nc(N)n(CC(=O)c3ccccc3)n2)c(C#N)c1C
  1	-4	101	4	-2	-0.8	-0.9	-0.1	12	-1
Cc1ccc2cc3c(NC(=O)C4CCCO4)nn(CC(C)C)c3nc2c1 (stereo unspecified)
  2	2	99	-2	15	1.8	-1.3	1.0	-2	1
Clc1ccc(-c2csc(N3CCN(c4ccccc4)CC3)n2)cc1
  1	-9	95	1	-1	-0.9	-2.0	0.1	-17	0

6 structures already listed, arranged by formula weight, lowest first.
Every second line gives: Exocytosis inh	m5-HT2A agonist	ABCB6 inh 2	ABHD5-PLIN5 inh	MC4R antagonist	iPSC survival up	MC4R ag barr	aDG glyco up	Cardio protect	N-glyco inh
N#Cc1cc2c(nc1Cl)CCCC2
  2	2	97	-1	20	-0.2	2.4	-0.1	-1	0
Cc1ccccc1Cn1cnc2c(oc3ccccc32)c1=O
  -12	5	111	0	19	0.2	1.2	0.4	3	1
Cc1cc(C)n2cc(CSc3nnc(-c4ccccc4)o3)nc2n1
  5	4	99	12	-3	-0.7	1.6	-0.2	-8	-1
O=C(CSc1nnnn1-c1ccc(Cl)cc1)N1CCNC1=O
  -6	3	96	-1	9	4.8	-0.7	-0.2	-7	0
Cc1ccc2cc3c(NC(=O)C4CCCO4)nn(CC(C)C)c3nc2c1 (stereo unspecified)
  2	2	99	-2	15	1.8	-1.3	1.0	-2	1
O=C(NCC1(c2ccccc2)CCCC1)c1cccc(Br)c1
  2	1	100	1	5	-1.6	2.5	0.6	-15	-5

(list continues)
Every second line gives: Exocytosis inh	m5-HT2A agonist	ABCB6 inh 2	ABHD5-PLIN5 inh	MC4R antagonist	iPSC survival up	MC4R ag barr	aDG glyco up	Cardio protect	N-glyco inh
CCNC(=O)CC1SC(=Nc2cccc(Cl)c2C)N(C)C1=O (stereo unspecified)
  1	0	101	1	4	3.9	-1.8	-0.2	4	-4
CS(=O)(=O)c1ccc2nc(NC(=O)c3cccs3)sc2c1
  -1	-7	97	4	1	-3.2	-2.1	-0.5	-28	-14
CCC(=O)Nc1c(S(=O)(=O)c2ccccc2)c2nc3ccccc3nc2n1Cc1ccccc1
  -1	2	101	0	0	-1.3	2.3	0.2	-4	-3
COc1ccc(NC(=O)CN(C)C(=O)CN2C(=O)C3CCCCC3C2=O)cc1 (stereo unspecified)
  -4	7	103	6	-1	0.6	-0.9	1.2	6	0
Cc1ccc2c(c1C)OC(=O)CC2(C)C
  6	11	88	4	5	-1.2	-0.4	-0.2	-3	1
C/C(=N\NC(=O)c1cc(-c2cccc([N+](=O)[O-])c2)n[nH]1)c1ccccc1O
  -9	0	92	9	-4	-1.2	-0.9	0.4	36	2
COc1c(O)c(O)c2oc(-c3ccccc3)cc(=O)c2c1OC
  -5	-10	94	-6	9	-0.3	0.0	-0.5	-1	-1
Cc1ccccc1NC(=O)Cn1cc(C(=O)C2CC2)c2ccccc21
  3	2	94	1	1	-0.5	-0.3	0.2	6	0
CCCCn1c(N)c(N(CC(C)C)C(=O)c2ccc(N3C(=O)c4ccccc4C3=O)cc2)c(=O)[nH]c1=O
  14	5	98	-2	6	2.1	-0.6	-0.2	3	1
O=c1c2cc3c(cc2[nH]c(=S)n1Cc1ccco1)OCO3
  0	1	98	15	10	0.5	1.0	-0.4	23	1
CC(=O)NCCC(=O)N(Cc1ccccc1)c1nc2c(C)cccc2s1
  -4	-4	95	1	8	-0.2	-4.7	0.0	0	2
Cc1ccc(N2C(=O)c3n[nH]c(C)c3C2c2cccnc2)cc1 (stereo unspecified)
  -7	2	98	-3	3	0.0	-2.0	-0.1	0	1
CC(C)(C)OC(=O)NCc1ccc(NC(=O)c2nc[nH]c2C(=O)NCCCCCCNC(=O)c2[nH]cnc2C(=O)Nc2ccc(CNC(=O)OC(C)(C)C)cc2)cc1
  6	5	92	7	-4	3.2	-0.7	-0.3	51*	-2
CCOC(=O)c1c(NC(=O)COC(=O)c2cc(OC)c(OC)cc2[N+](=O)[O-])sc(C)c1C
  -4	-1	93	0	-3	-1.4	-0.6	0.1	-12	1
Cc1ccc(NC(=O)c2cccc3c2C(=O)N(C2CCCCC2)C3)c(Cl)c1
  2	2	97	7	4	-0.2	-2.5	0.3	-3	-3
N#Cc1cc(Sc2ccccn2)c([N+](=O)[O-])cc1C#N
  6	17*	147	1	-6	-0.2	1.2	0.1	16	0
COc1cc(-c2nc(CN3CCCN(C(=O)c4ccco4)CC3)c(C)o2)ccc1F
  -1	-1	99	-4	-4	3.1	-0.9	-0.1	-2	1
Cc1cc(N2CCCCC2)nc(-c2ccc(Br)cc2)n1
  5	-3	96	-4	2	-0.4	-2.1	0.7	-22	1
